# Screening data (PubChem BioAssay)
# DNMT1 inh = blocks human DNA methyltransferase DNMT1 | inhibition (reported as % activation of signal), % at 10 µM | hit rate 0.83% among 360,000 | DNMT1 molecular beacon, Hinp1I cleavage, fluorescence | AID 588458; in the data active = inhibition above about 50%
# TbMetRS inhib = Trypanosoma brucei MetRS inhibition | hit rate 0.4% among 360,000 | inhibition, % at 11.9 µM | purified T. brucei MetRS, ATP depletion, Kinase-Glo luminescence;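 active = inhibition above a per-plate cutoff of the control wells' mean inhibition plus 3 SD, cut at about 5.5% in these data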;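 also: 0% = DMSO wells median and 100% = median of wells with control inhibitor compound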
#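 Dosing: 11.9 µM compound single dose, 0.9% DMSO; Assay system: purified T. brucei MetRS enzyme; Measured by: Kinase-Glo luciferase luminescence reporting remaining unconsumed ATP; Schedule: 15 min plus 2 h at 25 °C.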
# Rpn11 inh = Rpn11 (human) deubiquitinase inhibition | O00487 | human 26S proteasome, Ub4-pepOG fluorescence polarization; 20S core pre-blocked with epoxomicin | calls only at 20 µM | hit rate 0.59% among 360,000;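 active = inhibition at 20 µM, scaled to each plate's controls, above about 33%, limit read from the data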
# STEP inh = blocks human striatal-enriched tyrosine phosphatase. recombinant STEP, OMFP fluorogenic substrate, fluorescence. inhibition, % at 20 µM. hit rate 0.25% among 360,000;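 active = inhibition at 20 µM, scaled per plate between control wells, above about 37%, limit read from the data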;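 also: 0% = DMSO with enzyme and substrate and 100% = substrate only without enzyme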
#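 System: STEP (striatal-enriched tyrosine phosphatase) enzyme, cell-free; medium: Bis-Tris pH 6.0 buffer with DTT, detergent; dosing: 20 µM, 1% DMSO; times: reaction 20 min, ambient temperature; detection: fluorescence, 480/540 nm; read-out basis: normalized % inhibition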
# Scp-1 inhibitor = blocks human Scp-1 phosphatase activity. Q9GZU7. inhibition, % at 20 µM. hit rate 0.88% among 340,000. Recombinant Scp1, phosphopeptide, malachite green phosphate absorbance;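 active = inhibition above about 50% at 20 µM, limit read from the data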;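 also: plate controls were DMSO wells with enzyme for no effect and wells lacking enzyme for full effect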
# Target sequence (Q9GZU7 76-261 limits assumed): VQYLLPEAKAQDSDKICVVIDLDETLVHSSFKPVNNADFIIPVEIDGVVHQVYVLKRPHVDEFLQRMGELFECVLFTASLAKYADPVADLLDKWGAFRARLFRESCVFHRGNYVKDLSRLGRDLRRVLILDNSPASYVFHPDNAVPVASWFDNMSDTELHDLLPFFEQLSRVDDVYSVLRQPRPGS
#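 assay system = SCP-1 phosphatase catalytic domain, residues 76-261 | buffer or medium = 50 mM Tris acetate pH 5.5, 0.005% Tween-20, 10 mM MgCl2 | incubation = enzyme reaction 45 min at room temperature, colour 5 min, stabilisation 30 min | signal = Phosphate-binding colour reagent, absorbance read at 630 nm | measure = % inhibition at 20 µM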
# CSN deneddyl inh = blocks human CSN-mediated cullin deneddylation; Q92905; Purified CSN, SCF-Nedd8-OG deneddylation, fluorescence polarization; inhibition, % at 12.5 µM; hit rate 0.38% among 360,000; AID 651999;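 active = pattern-corrected inhibition above about 35%, with an unprinted fluorescence ratio check between 0.5 and 1.5, limit read from the data, passing the limit was not always enough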;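 also: 0% = enzyme with substrate and 100% = substrate without enzyme; some results filed as inactive read as strong as hits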
#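 Material: purified human Csn5 enzyme expressed in HEK293T cells / Medium: Tris buffer pH 7.5, NaCl, DTT, Tween-20, trehalose, ovalbumin / Compound dosing: 12.5 µM single point / Schedule: 90 min incubation of compound, enzyme and substrate at room temperature / Signal: fluorescence polarization of the substrate / Control set: no-enzyme wells high, enzyme-with-substrate wells low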
# LMPTP block = blocks human LMPTP phosphatase; hit rate 0.22% among 360,000; recombinant LMPTP-A, OMFP fluorogenic substrate, fluorescence intensity; inhibition, % at 20 µM;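 active = compounds that cut the enzyme signal by at least half of the control window in the single-dose screen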;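 also: plate controls were DMSO wells with enzyme plus substrate for no effect and substrate without enzyme for full effect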
# Target sequence (P24666 whole entry, looked up): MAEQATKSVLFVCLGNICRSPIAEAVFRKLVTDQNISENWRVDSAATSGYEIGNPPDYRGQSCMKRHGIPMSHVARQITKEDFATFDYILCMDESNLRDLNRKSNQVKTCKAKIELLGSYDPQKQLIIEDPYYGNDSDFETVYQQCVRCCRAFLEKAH
#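 Assay system: LMPTP-A, protein tyrosine phosphatase of low molecular weight / Medium: pH 6.0 Bis-Tris buffer with DTT and Triton X-100 / Schedule: 50 min enzyme reaction at room temperature, protected from light / Measured by: endpoint fluorescence intensity from OMFP dephosphorylation / Read-out basis: % inhibition relative to no-enzyme and uninhibited control wells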
# SUMO1-SIM PPI = alters human SUMO1 binding to SIM partners; inhibition, % at 20 µM; hit rate 0.33% among 360,000; AID 602429; P63165; SUMO1 binding to a labelled peptide, TR-FRET, 1 h; in the data active = inhibition above about 37%
# NadD inh = blocks S. aureus nicotinate mononucleotide adenylyltransferase | inhibition, % at 20 µM | hit rate 0.78% among 360,000 | AID 602399 | purified NadD enzyme, colorimetric absorbance read-out; in the data active = inhibition above about 26%; also: some compounds past the cut are filed as inactive
# MLLE-PAM2 inh = inhibitors of microRNA-mediated deadenylation, human PABP1 MLLE binding; hit rate 0.36% among 360,000; P11940; inhibition, % at 20 µM; GST-MLLE / FITC-PAM2 fluorescence polarization; AID 588489; in the data active = inhibition above about 35%, passing the limit was not always enough;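 also: plate controls were DMSO wells with GST-MLLE for no effect and wells lacking GST-MLLE protein for full effect; some results filed as inactive read as strong as hits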
# Target sequence (P11940 whole entry, looked up): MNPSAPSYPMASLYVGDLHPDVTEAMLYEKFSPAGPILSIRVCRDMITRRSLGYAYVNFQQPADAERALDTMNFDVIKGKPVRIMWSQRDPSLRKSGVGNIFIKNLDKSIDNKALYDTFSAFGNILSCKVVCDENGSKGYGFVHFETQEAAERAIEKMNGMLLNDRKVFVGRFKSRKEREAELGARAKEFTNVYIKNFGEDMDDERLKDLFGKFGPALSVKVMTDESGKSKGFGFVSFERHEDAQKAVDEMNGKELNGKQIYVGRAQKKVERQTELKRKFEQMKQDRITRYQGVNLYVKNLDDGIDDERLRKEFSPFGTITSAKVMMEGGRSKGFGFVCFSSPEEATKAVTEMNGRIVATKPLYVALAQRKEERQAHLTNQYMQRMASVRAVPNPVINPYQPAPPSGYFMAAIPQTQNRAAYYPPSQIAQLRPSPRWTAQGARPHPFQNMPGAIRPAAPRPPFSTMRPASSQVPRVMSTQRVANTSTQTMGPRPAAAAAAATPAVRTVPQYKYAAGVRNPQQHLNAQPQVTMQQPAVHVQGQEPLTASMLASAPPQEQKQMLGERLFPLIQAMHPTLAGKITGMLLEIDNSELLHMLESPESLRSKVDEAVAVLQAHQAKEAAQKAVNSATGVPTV
# Numbers without * were called inactive; i = inactive; nt = no result given.
Structure	STEP inh	NadD inh	TbMetRS inhib	Rpn11 inh	LMPTP block	Scp-1 inhibitor	CSN deneddyl inh	MLLE-PAM2 inh	SUMO1-SIM PPI	DNMT1 inh
O=C(CCCN1C(=O)/C(=C/c2cccc(Br)c2)SC1=S)Nc1ccccn1	2	27	-0.1	i	-0.1	-6	1	3	-14	-2
CS(=O)(=O)c1ncc(CO)n1Cc1ccccc1	1	-5	-1.2	i	-1.0	-10	-2	18	-1	-1
O=C1C=C(c2ccccc2)C(=O)N1Nc1ccccc1	-4	9	-0.2	i	-0.5	-7	2	21	0	1
O=C(Nc1ccccc1N1CCOCC1)C1Cc2ccccc2CN1C(=O)c1ccco1 (centres undefined)	0	1	-0.4	i	0.6	-4	9	14	11	-4
CCOC(=O)c1nnn(-c2nonc2-n2cccc2)c1-c1cccc([N+](=O)[O-])c1	1	-3	-0.8	i	-1.8	2	-4	0	-8	3
Cc1cc(C[n+]2ccsc2N)c2ncccc2c1	-3	0	0.0	i	1.6	1	3	-5	0	1
O=C(COC(=O)c1ccc(Br)o1)c1ccc(S(=O)(=O)N2CCCCC2)cc1	4	1	-0.6	i	2.9	-8	1	2	3	-7
Cc1cc(F)ccc1NC(=O)c1cccnc1	-4	-12	-0.2	i	-0.9	-9	-5	4	-3	-2
Cc1cc(NC(=O)CSc2nnnn2-c2ccc(C)c(Cl)c2)no1	21	-9	-0.9	i	-1.1	-3	0	-79	1	1
Cn1nc(C(C)(C)C)cc1N1C(=O)CCC1(C)C(=O)Nc1ccc2c(c1)OCCO2 (centres undefined)	-2	-10	-0.7	i	0.3	nt	0	-6	0	3

# Whole records as entered above:
# CS(=O)(=O)c1ncc(CO)n1Cc1ccccc1 across the screens: STEP inh: 1; NadD inh: -5; TbMetRS inhib: -1.2; Rpn11 inh: i; LMPTP block: -1.0; Scp-1 inhibitor: -10; CSN deneddyl inh: -2; MLLE-PAM2 inh: 18; SUMO1-SIM PPI: -1; DNMT1 inh: -1
# CCOC(=O)c1nnn(-c2nonc2-n2cccc2)c1-c1cccc([N+](=O)[O-])c1 across the screens: STEP inh: 1; NadD inh: -3; TbMetRS inhib: -0.8; Rpn11 inh: i; LMPTP block: -1.8; Scp-1 inhibitor: 2; CSN deneddyl inh: -4; MLLE-PAM2 inh: 0; SUMO1-SIM PPI: -8; DNMT1 inh: 3

# Going on with the list:
Structure	STEP inh	NadD inh	TbMetRS inhib	Rpn11 inh	LMPTP block	Scp-1 inhibitor	CSN deneddyl inh	MLLE-PAM2 inh	SUMO1-SIM PPI	DNMT1 inh
CCOC(=O)[C@H]1[C@H]2COc3ccc(Br)cc3[C@@H]2N2C(=O)c3cc(OC)c(OC)cc3NC(=O)[C@@]12C	-1	-7	-0.4	i	-1.8	-8	-2	-1	7	-5
COc1ccccc1OCc1nc(-c2cccc([N+](=O)[O-])c2)no1	4	-15	0.3	i	-0.6	-7	-8	-10	-17	-1
COc1ccc(NC(C)C(=O)N/N=C/c2ccc([N+](=O)[O-])s2)cc1 (centres undefined)	0	-2	0.4	i	-0.3	-9	1	-7	-35	-6
CN1C(=O)[C@@H]2[C@@H]3C[C@@H]([C@H]4ON=C(c5ccc(Cl)cc5)[C@@H]34)[C@@H]2C1=O	-2	-6	0.3	i	-0.7	-10	-5	-8	1	8
COc1ccccc1N1CCN(c2ccc3ccccc3n2)CC1	-2	-5	0.0	i	1.1	-5	-2	5	0	1
O=C(NCCCN1CCN(c2ccccc2F)CC1)C1CCN(S(=O)(=O)N2CCOCC2)CC1	-5	-6	0.3	i	-0.7	-7	-1	-5	-6	1
COc1ccc(CCNC(=O)C2CC(=O)N(C3CCCCC3)C2)cc1OC (centres undefined)	-3	2	1.1	i	-1.3	-29	2	4	4	0
COc1ncnc2c1ncn2CCCNCc1ccc2c(c1)OCO2	-2	2	-1.5	i	-0.3	nt	5	-9	1	2
Oc1ccc(N=Nc2n[nH]c(-c3ccc(Br)cc3)n2)cc1	0	1	3.3	i	1.1	-17	-2	-12	-25	-5
COc1cc2c(cc1OC)C1=C(C#N)CCC(=NC(=O)c3ccco3)N1CC2	0	-1	-0.7	i	0.8	-1	7	4	-1	-1

# Additional entries follow.
Structure	STEP inh	NadD inh	TbMetRS inhib	Rpn11 inh	LMPTP block	Scp-1 inhibitor	CSN deneddyl inh	MLLE-PAM2 inh	SUMO1-SIM PPI	DNMT1 inh
Cc1cccc(NC(=O)CN2C(=O)c3ccccc3S2(=O)=O)n1	1	-1	0.1	i	-2.5	-3	-3	7	-1	1
CC(C)Cc1nc2oc3c(=O)[nH]cnc3c2c2c1CCC2	0	0	-0.8	i	-1.6	5	0	-3	15	0
Nc1nc(NC2CCCCC2)nc(NCCO)c1[N+](=O)[O-]	-3	-8	-0.1	i	-1.0	1	-5	-8	-2	0
CC(C)Cn1c(NCCN(C)C)nc2c1c(=O)[nH]c(=O)n2C	4	-4	-0.8	i	-1.1	7	2	-2	1	2
CCCNC(=O)C(Cc1ccc(Cl)cc1)NC(=O)c1ccc(-c2ccccc2)cc1 (centres undefined)	-1	2	-0.2	i	-1.3	0	0	4	-2	34
CCc1cc2cccc(C)c2nc1SCC(=O)Nc1nonc1C	-5	-2	0.2	i	1.1	2	-2	-6	-1	-1
C/C(=N\O)c1cccc(Br)c1	-3	-1	-0.5	i	-1.4	-2	5	-15	1	0
COc1cccc(/C=N/NC(=O)c2ccc3nc[nH]c3c2)c1	1	-6	-0.9	i	0.5	-3	1	5	-9	-4
CCC(c1nnc(SCC(=O)Nc2nnc(-c3ccccc3)o2)o1)N(C)C (centres undefined)	0	4	-0.9	i	-0.2	-4	0	-10	4	0
CO/N=C/C(C(C)=O)C(=O)Nc1ccc(Cl)cc1Cl (centres undefined)	4	-4	-0.3	i	1.2	-9	0	8	2	-3

# Single values from the entries so far.
# For TbMetRS inhib, C/C(=N\O)c1cccc(Br)c1 has -0.5
# For LMPTP block, CO/N=C/C(C(C)=O)C(=O)Nc1ccc(Cl)cc1Cl (centres undefined) has 1.2

# More results follow.
Structure	STEP inh	NadD inh	TbMetRS inhib	Rpn11 inh	LMPTP block	Scp-1 inhibitor	CSN deneddyl inh	MLLE-PAM2 inh	SUMO1-SIM PPI	DNMT1 inh
CCCOC(=O)N[C@@H]1C(=O)N2C(C(=O)OCCC)=C(C)CS[C@H]12	7	0	-0.2	i	-1.2	20	3	5	4	2
CN(c1ccc(C(=O)NCCCn2ccnc2)cc1)S(C)(=O)=O	0	-4	0.2	i	2.5	-5	-1	-2	-1	0
Cc1cccc(C)c1NC(=O)CN1C(=O)COc2ccccc21	0	-5	-0.4	i	-0.9	-2	5	5	-3	0
COc1ccccc1/C=N/Nc1nccnc1Cl	2	2	-1.5	i	1.7	13	0	5	-2	4
CC(C)c1ccc(NC(=O)CSc2n[nH]c(=O)n2-c2cccnc2)cc1	2	-1	-0.3	i	-0.3	-8	-3	-47	-1	1
CC1CCc2sc(C(=O)Nc3ccc(N4CCOCC4)cc3)cc2C1 (centres undefined)	2	1	0.5	i	1.6	26	-3	7	-1	-2
COc1ccc(N2CC(C(=O)N/N=C/c3c[nH]c4ccccc34)CC2=O)cc1 (centres undefined)	2	3	-0.5	i	0.7	-3	-3	4	-2	6
Oc1nc(-c2ccc(Br)cc2)n2ccncc12	-2	0	0.2	i	-0.7	-4	5	-12	-22	2
CSc1ncccc1C(=O)Nc1cccc(S(=O)(=O)N(C)c2ccccc2)c1	3	-5	-0.3	i	1.8	4	1	-7	-3	-4
O=C(NC1CCCc2ccccc21)c1ccc(Cl)nc1 (centres undefined)	2	-3	-0.8	i	-1.6	-3	2	9	1	3

# (further entries)
Structure	STEP inh	NadD inh	TbMetRS inhib	Rpn11 inh	LMPTP block	Scp-1 inhibitor	CSN deneddyl inh	MLLE-PAM2 inh	SUMO1-SIM PPI	DNMT1 inh
CCc1n[nH]c2c1/C(=N\O)CC(c1ccccc1)C2 (centres undefined)	-3	-7	-0.7	i	-0.5	4	4	-1	3	-1
O=[N+]([O-])c1cccc(NC(=S)N2CCc3ccccc32)c1	0	-2	0.2	i	-0.3	-2	4	-68	-21	-1
CCN1CCN(C(=O)C(Cc2ccccc2)NC(=O)c2ccc(Cl)c(S(=O)(=O)N(C)C)c2)CC1 (centres undefined)	0	-7	-0.4	i	-0.5	-1	-7	-8	-3	-1
CCc1nc2ccc(C(=O)Nc3cccc(NS(C)(=O)=O)c3)cn2c1N(CCC(C)C)CCN(C)C	-2	0	-0.5	i	0.0	nt	-1	-1	-4	-2
O=C(O)CCC(=O)NCC1OCCc2ccccc21 (centres undefined)	-6	6	-0.7	i	-0.5	-5	-5	-1	-1	-1
Cc1cc(C)n2nc(SC(C)C(=O)N(C)c3ccccc3)nc2n1 (centres undefined)	-4	0	-0.2	i	-1.9	-6	0	-2	5	5
CC1CC2(CC(C)(C(=O)CSc3nc4ccccc4s3)OC2=O)C(=O)O1 (centres undefined)	-2	-8	-0.1	i	-0.6	-15	-4	13	-5	3
Nc1[nH]c(C(=O)c2ccccc2)c(-c2ccccc2C(F)(F)F)c1C(=O)c1cccs1	nt	13	-1.6	nt	0.8	nt	5	nt	0	nt
Cn1c(N)c(C(=O)CSc2ncn[nH]2)c(=O)n(C)c1=O	1	-2	-0.6	i	-1.0	9	-3	-4	3	-1
CC(C)(C)NC(=O)NC(=O)COC(=O)CNC(=O)c1cccc(F)c1	-1	-3	-1.5	i	-2.4	-3	1	7	-1	1
Cc1ccc(C(=O)OCC(=O)NNC(=O)COc2ccc(Cl)cc2)c(O)c1	-1	0	-0.5	i	-0.2	8	-1	5	2	5
O=C(COC(=O)c1ccc(Cl)cc1)NC1CCCCCC1	1	2	-0.4	i	-0.5	-6	2	3	-2	1
CC(=O)c1cccc(NC(=O)CN(c2cccc(F)c2)S(C)(=O)=O)c1	-4	-1	-1.0	i	-0.6	-4	-1	3	3	-3

# Outcome played no part in choosing rows, and some 3.6% of all compounds hit somewhere here.
